Compound activity from PubChem BioAssay.
Growth percent in the NCI-60 one-dose screen (48 h, 10 µM unless noted): 100 = growth as untreated, 0 = no growth, -100 = all killed.
HCT-116: HCT-116 colon cancer. AID 1794798. hit rate 7.3% among 82,000
HT29: HT29 colon cancer. AID 1794748. hit rate 7.4% among 81,000
NCI-H460: NCI-H460 lung cancer; AID 1794736; hit rate 6.8% among 82,000
COLO 205: COLO 205 colon cancer; AID 1794742; hit rate 7.3% among 79,000
NCI-H522: NCI-H522 lung cancer; hit rate 8% among 78,000
NCI-H226: NCI-H226 lung cancer; hit rate 3.5% among 79,000; AID 1794732
NCI/ADR-RES: NCI/ADR-RES ovarian cells; hit rate 4.4% among 81,000
HCT-15: HCT-15 colon cancer; hit rate 5.2% among 82,000
NCI-H322M: NCI-H322M lung cancer. hit rate 2.7% among 80,000
Numbers without * were called inactive; nt = no result given; & = joins results of further samples; ! = not active in a repeat. How the source made its calls: active means growth percent below 10; inactive means the rest.

The first 2 compounds, to show the layout:
structure	HCT-116	HT29	NCI-H460	COLO 205	NCI-H522	NCI-H226	NCI/ADR-RES	HCT-15	NCI-H322M
CCOC(=O)C1=C(C)NC(=O)NC1c1ccc(OCc2cn(-c3ccc(S(N)(=O)=O)cc3)nn2)c(OC)c1 (stereo not drawn)	107	95	108	99	90	110	108	101	103
CN1C[C@@H]2CN(c3cccc4c3C[C@H](CN(C)[C@H]3CCCc5cccnc53)NC4)C[C@@H]2C1	54	57	44	65	85	71	100	69	83

This part in full, previewed entries included:
structure	HCT-116	HT29	NCI-H460	COLO 205	NCI-H522	NCI-H226	NCI/ADR-RES	HCT-15	NCI-H322M
CCOC(=O)C1=C(C)NC(=O)NC1c1ccc(OCc2cn(-c3ccc(S(N)(=O)=O)cc3)nn2)c(OC)c1 (stereo not drawn)	107	95	108	99	90	110	108	101	103
CN1C[C@@H]2CN(c3cccc4c3C[C@H](CN(C)[C@H]3CCCc5cccnc53)NC4)C[C@@H]2C1	54	57	44	65	85	71	100	69	83
OCC1CCCCO1 (stereo not drawn)	97	119	104	110	nt	102	109	100	121
CN(C[C@H]1Cc2c(cccc2N2CCN3CCC[C@@H]3C2)CN1)[C@H]1CCCc2cccnc21	41	38	39	63	72	67	75	34	74
C=CCOc1c(OC)cccc1OC	100	105	104	107	95	79	104	106	123
Cc1cc2cc(C3C(C#N)=C(N)Oc4n[nH]c(C)c43)c(Cl)nc2cc1C (stereo not drawn)	91	99	114	103	84	104	103	104	95
CCOC(=O)C1C(=O)C=C(c2ccc3c(c2)OCO3)CC1c1sc(N(C)Cc2ccccc2)nc1Cl (stereo not drawn)	90	100	99	117	78	98	101	91	87
O=c1[nH][n+](-c2ccc(Cl)cc2)no1	84	95	44	78	59	87	80	35	76
CSc1nc(N)nc(N)c1N	108	105	105	107	95	84	112	100	104
CCOC(=O)c1ccc(C(=N)N)cc1	106	106	103	114	102	106	100	103	117
Cn1c([N+](=O)[O-])cnc1/C=C1\Oc2cc(O)ccc2C1=O	78	69	77	74	73	78	96	80	94
OCc1ccc(-c2ccccc2)cc1	110	99	107	120	100	97	103	112	107
O=C1CCCc2ccc([N+](=O)[O-])cc21	103	106	110	105	118	98	103	107	116
O=C(O)CSC1=NC(c2cccc([N+](=O)[O-])c2)c2sc3ccc(Cl)cc3c2N1 (stereo not drawn)	100	108	104	104	91	86	103	102	95
COc1ccc(C(=O)Cn2cc(CN3CCN(c4cc5c(cc4F)c(=O)c(C(=O)O)cn5C4CC4)CC3)nn2)cc1OC	103	109	103	112	94	106	110	100	101
O=C(O)c1cn(C2CC2)c2cc(N3CCN(C(=O)CN4C(=O)S/C(=C/c5ccc(Cl)cc5)C4=O)CC3)c(F)cc2c1=O	111	111	102	113	96	nt	105	103	102
COc1cc(-c2nn(-c3ccc(NC(=O)CN(C)C)cc3)cc2-c2ccncc2)ccc1Cl	82	72	102	91	104	106	97	88	116
COc1ccc(-c2nc3c(N)c(CO)c(C)nc3o2)cc1	103	98	108	109	92	41	90	102	92
Cn1ccnc1	103	102	114	132	103	110	105	115	117
CC(=S)N/C=C/c1c(C(=O)O)cc([N+](=O)[O-])cc1[N+](=O)[O-]	96	105	102	101	99	98	99	103	103
COc1cc(CNC(=O)C[C@H](C)CCC=C(C)C)ccc1OCc1cn(-c2ccc(Cl)cc2Cl)nn1	53	82	75	105	55	66	33	80	95
CCN1C(=O)N(c2ccccc2)C2NN=c3s/c(=C4\C(=O)N(C(C)C)c5ccccc54)c(=O)n3C21 (stereo not drawn)	4.2*	9.7*	6.0*	2.8*	15	nt	16	18	54
CCc1cccc(CC)c1N1C(=O)COCC1=O	100	102	104	106	110	98	111	100	101
NS(=O)(=O)c1cccc(NCCC(=O)c2ccccc2)c1	106	112	106	116	90	101	104	104	111
COc1cc(C(=O)OC(C)CC(C)C)cc(OC)c1O (stereo not drawn)	93	102	103	118	87	78	100	109	100
CCOC(=O)c1ccc(Nc2ccnc(SCC(=O)c3ccc(C(F)(F)F)cc3)n2)cc1	95	104	100	92	82	90	92	103	88
COc1ccc(-c2nc3c(c(C)nc4c3nnn4-c3cc(OC)c(OC)c(OC)c3)c(=O)o2)cc1	105	110	113	117	103	94	110	106	122
CN(Cc1cnc2nc(N)nc(N)c2n1)c1ccc(C(=O)NC(CCC(=O)O)C(=O)O)cc1Br (stereo not drawn)	20	21	17	36	44	48	38	35	70
CCCCCC1(C)NC(C)(C)CO1 (stereo not drawn)	106	98	109	108	89	97	114	101	83
N#CC1=C(c2ccc(Cl)cc2)Nc2c(c(-c3ccc(Cl)cc3)nn2-c2ccccc2)C12C(=O)Nc1ccccc12 (stereo not drawn)	39	44	45	43	31	76	79	37	97
O=c1c2ccccc2nc(N/N=C/c2ccc(Oc3ccc(Br)cc3)cc2)n1-c1ccc(Cl)cc1	86	99	109	115	87	94	103	96	109
COc1ccc(-c2nnc(COc3ccc(NC(=O)Nc4cccc(C(F)(F)F)c4)cc3F)o2)cc1	57	67	39	88	-21*	88	55	46	43
COc1cc(-c2nn(-c3ccc(F)cc3)cc2C(=O)O)ccc1O	90	92	102	99	87	100	92	98	97
CN1C2CC(c3ccccc3)=NN(C(N)=O)C2C2CC(c3ccccc3)=NN(C(N)=O)C21 (stereo not drawn)	101	99	111	132	103	104	105	108	70
CCOC(=O)c1ccc(NC(=O)CS(=O)(=O)c2ccccc2)cc1	99	105	106	109	87	101	97	101	109
O=C1OC(=O)C2C3OC(C(Br)C3Br)C12 (stereo not drawn)	89	100	106	101	91	103	97	101	92
O=c1[nH]nc(CSc2ccccn2)c2ccccc12	96	104	100	115	104	90	105	102	107
CCCCOC(=O)c1ccc(NC(=O)CCN2CCOCC2)cc1	90	86	98	101	85	68	86	100	nt
COc1ccc2[nH]c(O)c(N=NC(=O)c3cc4ccccc4[nH]3)c2c1	112	111	101	121	93	109	100	97	99
CC(C)(C)CN=C(N)N	96	102	106	105	100	109	106	90	nt

Whole records from above. Order of screens: HCT-116	HT29	NCI-H460	COLO 205	NCI-H522	NCI-H226	NCI/ADR-RES	HCT-15	NCI-H322M
Record of CN(Cc1cnc2nc(N)nc(N)c2n1)c1ccc(C(=O)NC(CCC(=O)O)C(=O)O)cc1Br (stereo not drawn) = 20	21	17	36	44	48	38	35	70
Record of CCCCCC1(C)NC(C)(C)CO1 (stereo not drawn) = 106	98	109	108	89	97	114	101	83
Record of N#CC1=C(c2ccc(Cl)cc2)Nc2c(c(-c3ccc(Cl)cc3)nn2-c2ccccc2)C12C(=O)Nc1ccccc12 (stereo not drawn) = 39	44	45	43	31	76	79	37	97

Next entries:
Short keys – A = HCT-116; B = HT29; C = NCI-H460; D = COLO 205; E = NCI-H522; F = NCI-H226; G = NCI/ADR-RES; H = HCT-15; I = NCI-H322M
> O=C(Cn1nc(-c2ccccc2)ccc1=O)N/N=C/c1ccc(N2CCCC2)cc1
  A: 114 | B: 120 | C: 106 | D: 121 | E: 106 | F: 109 | G: 106 | H: 106 | I: 113

> O/N=C(/C(=N\O)c1ccco1)c1ccco1
  A: 117 | B: 99 | C: 108 | D: 105 | E: 100 | F: 102 | G: 102 | H: 105 | I: 117

> O=C(O)c1cccc2c(=O)c3ccccc3oc12
  A: 106 | B: 92 | C: 108 | D: 107 | E: 98 | F: 103 | G: 105 | H: 102 | I: 100

> O=C1OCC/C1=C\c1ccccc1
  A: 107&108 | B: 110&111 | C: 111&102 | D: 106&121 | E: 90&119 | F: 99 | G: 103&119 | H: 110 | I: 95&104

> CCOC(=O)c1cc2c(n1C)-c1c(cc(S(=O)(=O)c3ccccc3)c(=O)n1C)CCC2
  A: 94 | B: 93 | C: 102 | D: 108 | E: 82 | F: 96 | G: 85 | H: 96 | I: 88

> COc1cccc(NC(=O)Nc2ccc(Nc3ncnc4sc5c(c34)CCN(C(=O)CCl)C5)cc2)c1
  A: 93 | B: 90 | C: 98 | D: 104 | E: 72 | F: 89 | G: 102 | H: 118 | I: 97

> C=CCOc1ccc(/C=C/C(=O)c2c(O)c(OC)c(OC)c(OC)c2OC)cc1
  A: 101 | B: 125 | C: 102 | D: 108 | E: 93 | F: 94 | G: 102 | H: 95 | I: 110

> O=C(Nc1ccc(Cl)cc1)Oc1ccc(Cl)cc1Cl
  A: 105 | B: 105 | C: 110 | D: 112 | E: 100 | F: 107 | G: 103 | H: 106 | I: 140

> CC(C)(C)Nc1c(-c2ccccc2O)nc2ncccn12
  A: 97 | B: 100 | C: 108 | D: 114 | E: 96 | F: 106 | G: 101 | H: 107 | I: 99

> COC(=O)C1Sc2ccc3nsnc3c2NC1=O (stereo not drawn)
  A: 89 | B: 110 | C: 110 | D: 100 | E: 88 | F: 106 | G: 101 | H: 95 | I: 83

> O=C(c1ccc(Cl)nc1)c1cccs1
  A: 102 | B: 107 | C: 105 | D: 128 | E: 89 | F: 106 | G: 110 | H: 96 | I: 114

> CN(C(=O)c1cc2c(cc1Br)OCO2)c1cccc2ccccc12
  A: 87 | B: 100 | C: 90 | D: 87 | E: 92 | F: 75 | G: nt | H: 91 | I: 78

> CN(C)CCOc1ccccc1Cc1ccc(Br)cc1
  A: 89 | B: 87 | C: 98 | D: 94 | E: 97 | F: 84 | G: 85 | H: 94 | I: 83

> CC/C(=C/c1cc(OC)ccc1O)c1ccc2cc(OC)ccc2[o+]1
  A: 27 | B: 16 | C: 34 | D: 56 | E: 24 | F: 78 | G: 33 | H: 24 | I: 84

> N#Cc1c(Oc2ccc(Cl)cc2)[nH]n(C2=Nc3ccccc3Sc3ccccc32)c1=O
  A: 103 | B: 111 | C: nt | D: 109 | E: 100 | F: nt | G: 106 | H: 109 | I: 120

Single values from the list:
COc1cc(CNC(=O)C[C@H](C)CCC=C(C)C)ccc1OCc1cn(-c2ccc(Cl)cc2Cl)nn1 in NCI-H226 is listed with 66
COc1cc(-c2nn(-c3ccc(NC(=O)CN(C)C)cc3)cc2-c2ccncc2)ccc1Cl in HCT-116 is listed with 82
NS(=O)(=O)c1cccc(NCCC(=O)c2ccccc2)c1 in HCT-15 is listed with 104

Continuation:
Short keys – A = HCT-116; B = HT29; C = NCI-H460; D = COLO 205; E = NCI-H522; F = NCI-H226; G = NCI/ADR-RES; H = HCT-15; I = NCI-H322M
> C=CCCC(C)CC (stereo not drawn)
  A: 100 | B: 98 | C: 106 | D: 100 | E: 74 | F: 102 | G: 101 | H: 97 | I: 112

> O=C1c2ccccc2C[C@]12C(c1ccccc1)=NOS2=O (stereo partly drawn)
  A: 96 | B: 102 | C: 98 | D: 117 | E: 94 | F: 94 | G: 94 | H: 99 | I: 94

> O=C1c2cccc(S(=O)(=O)O)c2C(=O)c2cccc([N+](=O)[O-])c21
  A: 108 | B: 104 | C: 103 | D: 108 | E: 100 | F: 97 | G: 106 | H: 101 | I: 102

> O=C(N/N=C/c1ccccc1)N/N=C/c1ccccc1
  A: 107 | B: 105&109 | C: 95&118 | D: 129&109 | E: 106&100 | F: 79&106 | G: 106&114 | H: 103&104 | I: 116&103

> CC(=O)Nc1nc2[nH]ccc2c(=O)[nH]1
  A: 102 | B: 108 | C: 103 | D: 116 | E: 100 | F: 98 | G: 110 | H: 102 | I: 106

> COc1cc(C(=O)n2nc(N3CCOCC3)c3ccc(-n4cccc4)cc32)cc(OC)c1OC
  A: 42 | B: 75 | C: 62 | D: 85 | E: 56 | F: 61 | G: 50 | H: 53 | I: 78

> CCCCC(=O)OCC1OC(n2cnc3c(=S)nc[nH]c32)C(OC(=O)CCCC)C1OC(=O)CCCC (stereo not drawn)
  A: 27 | B: 27 | C: 30 | D: 39 | E: 34 | F: 31 | G: 20 | H: 33 | I: 36

> S=C(Nc1ccccc1)Nc1ccc(Nc2ncnc3sc4c(c23)CCOC4)cc1
  A: 75 | B: 82 | C: 91 | D: 87 | E: 60 | F: 85 | G: 95 | H: 74 | I: 76

> C/C(=C(/c1ccc(Cl)cc1)c1ccc(OCCN2CCCC2)cc1)c1ccccc1
  A: 47 | B: 4.5* | C: 41 | D: 24 | E: 59 | F: 83 | G: 78 | H: 8.0* | I: 82

> Cc1cccc(-c2cc(O)c(C(=O)N3CCOCC3)s2)c1
  A: 28 | B: 52 | C: 18 | D: 95 | E: 0.2* | F: 68 | G: 6.7* | H: 21 | I: 64

> CC(C)C(C)(C)C(=O)C(C)(C)C(C)(C)C
  A: 98 | B: 98 | C: 101 | D: 104 | E: 92 | F: 91 | G: 104 | H: 97 | I: 98

> COC(=O)COc1ccc(Cl)cc1
  A: 115 | B: 120 | C: 112 | D: 121 | E: 117 | F: 104 | G: 104 | H: 106 | I: 113

> CC(C)(C)OC(=O)N1C=CC(=O)[C@@H](O[Si](c2ccccc2)(c2ccccc2)C(C)(C)C)[C@H]1/C=C/c1ccccc1
  A: 60 | B: 79 | C: 85 | D: 101 | E: 77 | F: 70 | G: 101 | H: 97 | I: 95

> O=C1Nc2ccccc2/C1=N/N=C/c1ccc(OC2OC(CO)C(O)C(O)C2O)cc1 (stereo not drawn)
  A: 107 | B: 103 | C: 111 | D: nt | E: 95 | F: 104 | G: 106 | H: 105 | I: 105

> Cc1nc(N)cc(=O)[nH]1
  A: 109 | B: 92 | C: 109 | D: 119 | E: 88 | F: 109 | G: 108 | H: 107 | I: 106

> O=C(Nc1cccc(-n2ccc3c(NC(=O)c4ccccc4)nccc32)c1)c1ccc(Cl)c(C(F)(F)F)c1
  A: -99*! | B: 43 | C: -51*! | D: -50*! | E: 83 | F: 75&34 | G: -33*! | H: -15*! | I: 79&23
